HSP90 refold inh: HSP90 inhibitors, primary screen, cell lysate, luminescence; inhibition, % at 5.6 µM; 290,000 compounds, 0.91% hits; Heat shock protein HSP 90 (rabbit reticulocyte lysate; luciferase refolding); Rabbit reticulocyte lysate, luciferase refolding luminescence, 3 h;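 active means inhibition above the screen-wide mean plus 3 SD, computed separately per campaign, cut at about 16% in these data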;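 further: 0% = DMSO wells and 100% = 60 µM geldanamycin wells; inhibitors lower the luminescence because luciferase stays unfolded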
GSK3B inh: human GSK3beta kinase inhibitors, primary screen, biochemical, cell-free homogeneous, HTS; GST-GSK3beta kinase, ADP-Glo luminescence, 60 min; hits give low values; activity score (negative = inhibition), % at 10 µM; 300,000 compounds, 0.038% hits;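 active means more than half of replicate wells score below -50%, meaning over 50% inhibition versus plate controls; inconclusive means some replicates but at most half score below -50%; inactive means no replicate scores below -50%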;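 further: 0% = median DMSO wells and -100% = median GW8510 positive control wells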
Target sequence (P49841 whole entry, looked up): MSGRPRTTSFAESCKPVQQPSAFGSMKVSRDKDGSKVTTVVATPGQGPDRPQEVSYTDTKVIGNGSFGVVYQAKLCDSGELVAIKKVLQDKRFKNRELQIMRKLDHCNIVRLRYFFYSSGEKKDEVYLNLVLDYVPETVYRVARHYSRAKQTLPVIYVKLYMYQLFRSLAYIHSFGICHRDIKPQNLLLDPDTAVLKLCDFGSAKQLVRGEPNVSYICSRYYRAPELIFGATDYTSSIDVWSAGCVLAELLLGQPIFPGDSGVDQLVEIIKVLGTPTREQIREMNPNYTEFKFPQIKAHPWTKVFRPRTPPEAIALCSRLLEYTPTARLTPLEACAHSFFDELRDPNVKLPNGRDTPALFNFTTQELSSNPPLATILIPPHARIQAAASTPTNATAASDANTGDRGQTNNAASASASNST
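Assay system: GST-fused GSK3beta enzyme, cell-free / Medium: Tris pH 7.5 buffer with MgCl2, DTT, BSA, heparin / Also added: peptide substrate plus 25 µM ATP (final) / Compound: 10 µM single point / Timing: kinase reaction with compound 60 min at room temperature / Detection: ADP-Glo luminescence / Benchmarks: DMSO neutral wells and GW8510 at 20 µM as positive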
IEC-6 cytotox: cytotoxicity in IEC-6 intestinal epithelial cells, primary screen, cytotoxicity control for KLF5 inhibitor project, cell-based, luminescence | IEC-6 cytotoxicity, luminescence viability | inhibition, % at 5 µM | 290,000 compounds, 0.78% hits | AID 1825, 2009; in the data active means inhibition above about 22%;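 further: 0% = plate median of test compound wells and 100% = cytotoxic reference compound wells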
KLF5 inh: KLF5 expression inhibitors, primary screen, DLD-1 cells, luminescence. DLD-1 KLF5 promoter-luciferase reporter. inhibition, % at 5 µM. 290,000 compounds, 0.23% hits;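 active means inhibition above a per-plate limit of that plate's mean compound inhibition plus 3 SD, cut at about 60% in these data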;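 further: 0% = DMSO wells and 100% = LY294002 at 200 µM; higher means less KLF5 promoter-driven luciferase light; inactives centre near -14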
GSK3A inh: blockers of GSK3A enzyme activity – biochemical, luminescence, cell-free homogeneous, HTS, primary screen; inhibition, % at 10 µM; AID 2650, 2010; Glycogen synthase kinase-3 alpha (Homo sapiens), P49840; GSK-3 alpha kinase, ADP-Glo luminescence, 60 min; 320,000 compounds, 0.1% hits;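 in the data active means inhibition above about 50%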;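 further: GST-tagged GSK-3 alpha with peptide substrate and 25 µM ATP; 0% = DMSO neutral wells and 100% = GW8510 positive control wells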
Target sequence (P49840 whole entry, looked up): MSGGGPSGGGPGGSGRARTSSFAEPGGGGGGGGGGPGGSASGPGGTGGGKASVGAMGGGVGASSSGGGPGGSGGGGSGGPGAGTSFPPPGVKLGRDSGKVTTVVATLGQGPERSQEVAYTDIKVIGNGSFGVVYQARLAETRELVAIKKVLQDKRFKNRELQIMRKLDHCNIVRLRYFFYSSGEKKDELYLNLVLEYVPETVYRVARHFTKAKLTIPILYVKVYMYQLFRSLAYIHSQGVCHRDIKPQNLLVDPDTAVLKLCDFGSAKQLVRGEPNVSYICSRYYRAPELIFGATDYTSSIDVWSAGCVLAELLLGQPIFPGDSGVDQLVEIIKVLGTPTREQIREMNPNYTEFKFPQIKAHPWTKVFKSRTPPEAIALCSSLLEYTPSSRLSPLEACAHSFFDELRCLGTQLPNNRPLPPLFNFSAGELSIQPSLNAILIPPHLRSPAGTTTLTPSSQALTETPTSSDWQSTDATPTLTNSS
HIF activator: HIF pathway transcriptional activators, primary screen, cell-based, U2OS HRE-luciferase, luminescence. U2OS HRE-luciferase reporter; normalized: DMSO 0%, desferrioxamine 100%. AID 1910, 2009. activation, % at 7.5 µM (by protocol). 300,000 compounds, 0.32% hits;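 active means mean activation of at least 10% of the iron chelator positive control signal, with at least half of replicates also reaching 10%; inconclusive means mean and replicate majority disagree about reaching 10%; inactive means mean and most replicates under 10%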
HSF1 inhib: HSF1 inhibitors in luciferase reporter cells, primary screen, cell-based, NIH3T3, luminescence | NIH3T3-HGL HSE-luciferase, MG132-induced, luminescence 8 h; hits give low values | activity change, negative = inhibition, % at 7.5 µM (by protocol) | 300,000 compounds, 0.77% hits | AID 2098, 2009;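 active means more than half of replicate wells show activity change below -50%, luminescence cut by over half; inconclusive means some wells, but at most half, below -50%; inactive means no replicate well below -50%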;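 further: luciferase reports HSF-1 transcriptional activity via heat shock element; 0% = median of DMSO wells and -100% = zero luminescence signal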
aSyn UTR inh: MLPCN primary screen, SNCA 5' untranslated region; 300,000 compounds, 0.82% hits; inhibition, % (tested at 7.5 µM); alpha-synuclein 5'UTR reporter, inhibitor activity; in the data active means inhibition above about 60%; inconclusive means no clear call, values can overlap the other calls;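 further: H4 neuroglioblastoma cells stably carrying SNCA 5'UTR luciferase fusion; 0% = DMSO wells and 100% = positive control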
HSF1 activator: HSF-1 activators, primary screen, NIH3T3-HGL cells, MG132 stress, luminescence, single point | NIH3T3-HGL HSF-1 luciferase reporter, 8 h; 100% = twice DMSO control signal | activation, % at 9 µM | 300,000 compounds, 1.7% hits;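 active means mean replicate activation of at least 50% with a set share of replicates each reaching 50%; inconclusive means only one of those two conditions met; inactive means mean below 50% and too few replicates reaching it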;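 further: 0% = median of the neutral control wells and 100% = twice that signal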
AI-2 QS modul: Vibrio harveyi AI-2 quorum sensing modulators, primary screen, JMH597 strain, luminescence/OD600 ratio | Vibrio harveyi JMH597 AI-2 luminescence/OD600 ratio, 9 h; hits give low values; strain lacks LuxN and CqsS sensors; 0 = neutral-control median | activity change, % at 7.5 µM | 300,000 compounds, 0.4% hits | AID 2094, 2009; in the data active means activity change below about -75%, passing the limit was not always enough; inconclusive means no clear call, values can overlap the other calls;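 further: luminescence divided by OD600 gain over 9 h not by final OD600 alone; inactives centre near 13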
An asterisk follows results filed as active; ? = inconclusive; . = not tested or not shown. Rows are unselected. Share with any hit: about 4.7%.

SMILES	HSP90 refold inh	GSK3B inh	IEC-6 cytotox	KLF5 inh	GSK3A inh	HIF activator	HSF1 inhib	aSyn UTR inh	HSF1 activator	AI-2 QS modul
CCNc1nc(NC(C)(C)C)nc(N(CC)n2cnnc2)n1	-2	2	-7	-30	-2	-0.1	-6	3	-15	20
CCOc1cc(Br)c(COc2ccc(C)nc2[N+](=O)[O-])cc1OCC	-1	1	-5	-3	-4	-0.1	-7	0	6	47
COC(=O)c1cc(=O)cc(C(=O)OC)o1	0	2	-1	-12	-1	-0.5	8	-21	14	3
O=C(NCCc1ccc(Cl)cc1)C1CCN(S(=O)(=O)c2cccs2)CC1	-2	0	-1	-50	0	-0.2	11	3	-2	5
CCN(CC)c1ccc(NC(=O)CSc2n[nH]c(-c3ccco3)n2)cc1	.	3	.	.	.	-0.5	6	7	3	53
CCc1ccc(OCCNC(=O)c2ccccc2SCc2ccccc2)cc1	-1	1	4	15	-3	-3.4	11	12	1	-29
CCOc1cc(/C=C2\C(=O)ON=C2C)ccc1OCc1ccccc1	-2	3	0	0	-1	0.3	9	-17	13	20
O=c1c2ccccc2[nH]c(=S)n1Cc1cccs1	1	-2	4	-40	-1	-0.3	-1	-1	12	-2
Cc1ccc(F)cc1NC(=O)CN1CCN(Cc2ccccc2)CC1	1	0	5	-25	-1	1.1	0	-10	-13	-1
COc1ccccc1N(CC(=O)N/N=C(\C)c1ccccc1O)S(=O)(=O)c1ccc(C)cc1	8	-1	34*	6	-1	0.7	0	53	0	1
COc1ccc(CCNC(=O)/C(C#N)=C2\N=C(NC(=O)c3ccco3)c3ccccc32)cc1	1	0	5	-20	-1	1.3	3	-17	17	30
COc1ccc(C(=O)Nc2ccc3c(c2)OCO3)cc1OC	-2	-2	3	-68	-2	.	8	-100	22	14
COc1ccc(OC)c(NC(=O)c2cc3c(Cl)nc4ccccc4c3s2)c1	5	8	3	-36	-3	0.1	2	9	-8	14
COc1ccc(-n2c(COc3cccc4ccccc34)nnc2SCC(=O)NCc2ccco2)cc1	4	1	0	-34	-1	0.0	19	-12	23	10
CC(=O)N[C@@H](Cc1c[nH]c2ccccc12)C(=O)NCc1ccccc1	0	3	2	-8	0	0.4	15	7	65*	17
CCOC(=O)c1c(-c2ccccc2)oc2ccc(O)c(CN3CCN(C)CC3)c12	4	0	6	-3	6	-0.7	16	-7	24	15
Cc1cc(C)c(C)c(S(=O)(=O)N[C@@H](C)C(=O)OCc2cc(=O)n3cc(Br)ccc3n2)c1C	-1	3	-1	6	-4	-0.4	6	29	12	14
O=C(Nc1ccc2nsnc2c1)C1CC1	3	-4	0	-27	.	-0.4	-2	16	8	29
Cc1ccc2c(c1)nnn2C1CCN(CC(=O)N2CCN(c3ccc(F)cc3)CC2)CC1	1	2	6	-9	-1	-0.2	-18	16	-30	30
COc1ccc(O)c(C(=O)c2cnn(-c3ccccn3)c2)c1	-2	5	-3	-22	2	1.3	3	-130	25	36
O=C(CSc1nc2ccccc2o1)NCc1n[nH]c(=O)c2ccccc12	-3	2	9	-7	15	-0.2	0	-2	-2	6
CCCNC(=O)C1CC2Cn3c(nc4ccccc43)C2N1C (stereo unspecified)	.	0	.	.	-3	-0.1	-6	11	-23	13
CCOc1cc(/C=N/NC(=O)C2CCCC2)ccc1O	2	2	8	-13	1	-0.7	-6	-34	-9	12
Cc1cc(C)n(C(=O)CN2C(=O)CCC2=O)n1	4	0	-3	-17	0	-0.3	-1	6	-6	23
CC(=O)Nc1ccc(S(=O)(=O)N(C)CC(=O)N/N=C/c2ccc(C(=O)O)cc2)cc1	-4	2	-2	-9	4	-3.3	5	14	28	14
COc1ccc(CN2C3CCCC2CC(NC(=O)Nc2cccc(C)c2)C3)cc1 (stereo unspecified)	2	-2	7	-15	-4	0.1	-2	-9	2	31
OCC[C@H]1C[C@@H](O)[C@H](O)[C@@]2(CCCO2)O1	.	-3	.	.	0	-0.4	-2	-2	-7	10
COc1ccc(/C=N\NC(=O)C2COc3ccccc3O2)cc1O (stereo unspecified)	3	-1	1	-17	-4	2.4	-5	-38	-21	17
OCCC1CN(Cc2cccn2-c2ccccn2)CCN1Cc1ccccc1 (stereo unspecified)	0	2	2	-9	-2	0.2	-7	0	0	6
O=C(Cc1ccccc1[N+](=O)[O-])NCc1ccco1	2	0	-2	-37	1	0.3	-2	-32	6	26
O=C([O-])c1ccccc1-[n+]1c(-c2ccccc2)cc(-c2ccccc2)cc1-c1ccccc1	.	1	.	.	1	0.2	-9	12	-16	8
COc1ccc(-c2nnc(NC(=O)C3CCCO3)s2)cc1 (stereo unspecified)	-2	0	2	-54	-1	2.6	19	-112	11	-1
O=C(c1ccncc1)N(Cc1ccco1)Cc1cc2ccccc2[nH]c1=O	4	-1	4	-11	-3	-0.7	5	6	3	18
O=C(N/N=C/c1cnc(N2CCCCC2)s1)c1ccc(C(F)(F)F)cc1	-1	1	4	-11	0	-0.9	-5	53	0	18
Nc1cc(=O)nc(SCc2ccccc2)n1Cc1ccco1	0	2	-5	-43	0	-0.2	5	4	17	14
O=C(Nc1cccc(Cl)c1)c1ccc(NCCCN2CCOCC2)c([N+](=O)[O-])c1	-1	2	1	-21	1	0.5	-10	-7	-8	-3
Cc1ccc(-c2c(C)sc(NC(=O)C3C4CCC(O4)C3C(=O)O)c2C(=O)OC(C)C)cc1 (stereo unspecified)	-4	-2	-4	-19	-3	-0.8	-7	-14	-4	9
COc1ccc(C(CCNCc2ccccc2)c2ccc(F)cc2)cc1 (stereo unspecified)	5	-3	0	-14	-1	-0.3	27	-41	?	16
COc1ccc(-n2c(C)cc(SC)c(C(C)=O)c2=S)cc1	3	3	0	-29	-2	0.0	7	11	35	28
CCCNC(=O)c1ccc(OC)cc1OC	0	0	5	-3	-1	0.2	-1	-11	-5	26
CC(C)CSc1nc2ccccc2n1CC(=O)O	-5	4	-2	-31	-1	0.0	-1	-3	14	25
COC(=O)c1cc(CNC(=O)c2sccc2-c2ccccc2)ccc1OC	-4	-2	-4	-12	2	0.0	-3	4	7	18
O=C(NCC1CCCN1S(=O)(=O)c1cccs1)c1cccc(F)c1 (stereo unspecified)	.	2	.	.	-1	-0.8	4	-3	6	5
COc1cccc(-c2nn(C)c3sc(C(=O)NCc4ccc(C)o4)cc23)c1	-1	-3	8	5	4	-2.2	1	-40	16	11
CCN(c1cccc(C)c1)S(=O)(=O)c1cnc[nH]1	2	0	-3	-31	-2	0.2	5	11	-15	8
C/C(COc1ccccc1)=N\NC(=O)c1nnn(-c2nonc2N)c1CSc1ccccc1	2	3	1	-33	1	-0.5	8	3	15	4
CSc1nnc(C(C)(C)C)c(=O)n1/N=C/c1ccc(C(C)C)cc1	4	4	3	-14	0	-0.7	7	-13	33	-1
COc1ccc(S(=O)(=O)N2CCOCC2)cc1C(=O)N1CCCC1	0	-2	2	-22	0	-0.8	-9	3	-16	24
O=C(c1cc(-c2ccco2)on1)N1CCN(c2ccccc2)CC1	-4	5	2	-34	-3	-0.1	4	-17	-9	21
O=[N+]([O-])c1ccc(OCCCCN2CCCCC2)cc1	2	-6	-4	-10	1	189*	-9	23	-4	-8

Remaining list, next part
SMILES	HSP90 refold inh	GSK3B inh	IEC-6 cytotox	KLF5 inh	GSK3A inh	HIF activator	HSF1 inhib	aSyn UTR inh	HSF1 activator	AI-2 QS modul
Cc1cccc(N(CC(=O)NC2CC3CCC2C3)S(=O)(=O)c2ccccc2)c1 (stereo unspecified)	-1	1	7	1	1	-0.4	9	14	1	35
Cn1cnnc1Sc1nc2c(c(=O)n(C)c(=O)n2C)n1C	4	-1	5	6	.	0.0	-5	6	-9	3
O=C(NCc1ccccc1)/C(=C/c1ccco1)NC(=O)c1ccco1	0	2	-6	-52	-10	0.5	0	-23	-4	4
Cc1ccc(S(=O)(=O)N2CCCOC2CNC(=O)C(=O)NCc2ccc3c(c2)OCO3)cc1 (stereo unspecified)	-3	3	-8	-1	-4	-7.6	-8	3	-4	21
CNS(=O)(=O)c1ccc(Oc2ccc(S(=O)(=O)NC)cc2)cc1	-2	-3	1	-12	0	.	.	.	.	8
Cc1cccc(C)c1NC(=O)CNC(=O)Cc1ccc(Br)cc1	-6	1	1	-13	-2	0.3	-8	2	13	17
COc1ccccc1/C=C/C(=O)NCC(=O)N/N=C/c1ccc2c(c1)OCO2	2	2	2	-21	.	-0.2	0	9	-19	17
Cc1cc(C)c(NC(=O)CSc2nncn2-c2cccnc2)c(C)c1	-6	-1	-10	0	-5	-0.1	-54*	-10	-61	20
O=[N+]([O-])c1ccc(Cl)c(/C=N/N2CCN(Cc3ccccc3Cl)CC2)c1	2	0	-2	-13	-4	0.0	5	23	28	1
COc1ccccc1CNC(=O)Cn1c(=O)oc2cc(Cl)ccc21	0	1	1	17	-2	0.1	3	-23	-4	13
O=C1CC(c2ccc(OCCCCCOc3ccc(C4CC(=O)NC4=O)cc3)cc2)C(=O)N1 (stereo unspecified)	1	-3	-4	-1	0	-0.1	11	-13	44	9
CCN1CCN(c2nc(C)c3c(n2)CC(C)CC3=O)CC1 (stereo unspecified)	-2	-1	3	-27	-2	-0.8	-5	-2	10	9
O=C(c1ccc(Cl)c([N+](=O)[O-])c1)N(Cc1ccc(Cl)cc1)C1CCS(=O)(=O)C1 (stereo unspecified)	-4	.	-3	-17	-4	.	.	.	.	.
CCc1noc(C)c1C(=O)N1CCOCC1	-6	-3	-2	7	4	-0.3	7	13	42	28
O=C(CNS(=O)(=O)c1ccc(Br)s1)N1CCN(c2ccc(F)cc2)CC1	-1	-2	3	22	-27	-0.2	5	20	26	0
CN(C)c1ccc(/C=C/C=N/Nc2nc(N3CCOCC3)nc(N3CCOCC3)n2)cc1	-2	1	-4	4	1	0.1	57	12	79*	22
CCc1nc(Cl)c(C#N)c2c1CCCC2	-1	0	0	12	0	0.6	-22	13	-30	10
N#CC1(N2CCN(C(=O)c3ccccc3)CC2)CCCCC1	-2	-3	-2	0	0	-1.9	-1	4	-5	7
